Screening results deposited in PubChem by National Center for Advancing Translational Sciences (NCATS).
S3 lipid droplet = qHTS Assay for Lipid Storage Modulators in Drosophila S3 Cells; Drosophila S3 cells, BODIPY lipid droplet fluorescence, 18-24 h; cells fed with added oleic acid; lipid storage change, negative = inhibition, % at the top dose, mostly 46.1 µM; hits show Potency in µM; hit rate 0.64% among 320,000; active = well fitted inhibition curve with a large enough effect in the signal ratio, with a control signal flat, not every such curve was filed as active; inconclusive = small, poorly fitted or top-dose-only effect, or effect the other way, or a change in a side signal; the % refers to the signal ratio
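Drosophila S3 cells got compounds at several concentrations plus oleic acid (400 uM solution). Laser-scanning cytometry with 488 nm excitation read lipid droplets at 500-530 nm and cells at 575-640 nm. Percent activity was relative to 20 uM Triacsin C.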
S3 lipid droplet cell count max = further read-out of S3 lipid droplet, marked with its call; cell number change, %; measured here: cell count max response;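 cells counted by Cell Tracker Red CMTPX staining in the red channel; peak over a dose series mostly up to 46.1 µM; percent activity relative to internal control wells on each plate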
* marks the source's active call; other numbers are inactive results; i = inactive; ? = inconclusive; / = no result given. % is set by controls: 0 for no effect and ±100 for the full control effect; potency is the fitted concentration of half-maximal effect. Not all compounds are listed; count on the stated rates, not on these rows.

Molecule,S3 lipid droplet,S3 lipid droplet cell count max
CCCC(=O)Nc1c2c(nn1-c1cccc(C)c1C)CS(=O)(=O)C2,-3%,25
Cc1c(OC(C)C(=O)NC2CC(C)(C)NC(C)(C)C2)ccc2c3c(c(=O)oc12)CCC3 (stereo not drawn),?,/
Cc1cccc(NC(=S)N(C)C)c1C,-19%,-3
COCCn1c(SCC(=O)NCc2ccc3c(c2)OCO3)nnc1-c1c[nH]c2ccccc12,?,/
CC(=O)c1c(C)[nH]c(C(=O)Nc2cccnc2)c1C,?,/
Cc1nn(C)c(C)c1S(=O)(=O)N1CCC(C(=O)NCC2COc3ccccc3O2)CC1 (stereo not drawn),-4%,0
C=CC(=O)Nc1ccc(Br)cc1,?,/
COc1ccc([C@H]2CC(=O)C=C(c3cccc(F)c3OC)C2)cc1,?,/
CC1CN=C(NC2CCCCC2C)S1 (stereo not drawn),?,/
COc1cc(OC)c(S(=O)(=O)N2CCN(C(=O)c3ccccc3F)CC2)cc1NC(C)=O,?,/
COc1ccc(N2C(=O)CCC(C(=O)O)C2c2ccccc2OC)cc1 (stereo not drawn),-14%,-12
CC(C)CCCC(C)NC(=O)c1cc(S(=O)(=O)N2CCCCC2)ccc1N1CCOCC1 (stereo not drawn),?,/
CCc1c(C)c2ccc(OCC(=O)N(C)C)c(C)c2oc1=O,?,/
Cc1ccccc1C(=O)N1CCN(c2ccc(NC(=O)c3ccco3)cc2)CC1,i,3
C/C(Cn1cnc([N+](=O)[O-])n1)=N\NC(=O)c1cccc(F)c1,-2%,3
COc1ccc(CN2CCCC(C(=O)c3ccc4c(c3)OCO4)C2)c(F)c1 (stereo not drawn),?,/
Cc1cc(C(=O)N2CCCC(N3CCN(c4cccc(C(F)(F)F)c4)CC3)C2)no1 (stereo not drawn),?,/
Cn1nc(C(=O)Nc2cc(Cl)ccc2N2CCCC2)c2ccccc2c1=O,0%,-3
Cc1nc(SCc2ccc(Cl)c(Cl)c2)ncc1C(=O)O,9%,-8
Cc1nn2c(=O)cc(CSCC(=O)Nc3ccccc3Cl)nc2s1,i,-15
O=C(NCCc1ccccn1)c1ccc(COc2ccccc2)o1,?,/
COc1cc(-c2ccc(Nc3ccccc3C(=O)O)c(OC)c2)ccc1Nc1ccccc1C(=O)O,?,/
CCn1c(=O)n(CC)c2cc(N)ccc21,-13%,-3
O=C(NCCc1ccco1)C(=O)NCC1CCCN1S(=O)(=O)c1ccccc1 (stereo not drawn),-12%,-3
COc1ccc(/C=N/Nc2cc(C)nc(N)n2)cc1,-8%,-1
CCOC(=O)CSc1nnc(-c2ccc(NS(=O)(=O)c3ccc(C)cc3)cc2)o1,?,/
COc1cccc(CN2CCN(S(=O)(=O)c3ccc(Br)cc3)CC2)c1,i,9
COc1ccc(-c2cc(C(F)(F)F)nc(N3CCCCC3)n2)cc1OC,?,/
COc1cc2ccccc2cc1C(=O)Nc1ccc(Cc2ccncc2)cc1,i,-1
Cc1ccc(O)c(NC(=S)NC(=O)c2ccccc2Cl)c1,14%,-1
Cc1cc(OC(=O)c2ccc(S(=O)(=O)N3CCOCC3)cc2)c([N+](=O)[O-])c(=O)[nH]1,?,/
CCOc1ccc(N(CC(=O)N2CCN(c3ccccc3OC)CC2)S(=O)(=O)c2ccc(F)cc2)cc1,?,/
CCCCOCCCNC(=O)CN1C(=O)c2ccccc2C1=O,3%,11
Nc1ccn([C@@H]2O[C@H](CO)[C@@H](O)[C@@H]2O)c(=O)n1,?,/
COCCCNC(=O)Cn1c(=O)n(CCCCCC(=O)NCc2ccc3c(c2)OCO3)c(=O)c2sccc21,2%,8
COc1ccc(S(=O)(=O)N/N=C(/C)c2ccncc2)c(OC)c1,?,/
O=C(NCc1ccccc1CN1CCCC1)c1cccc(N2CCCC2=O)c1,?,/
Clc1ccc(SCc2csc(N3CCOCC3)n2)cc1,5%,11
O=c1cc(O)c2ccccc2n1Cc1ccccc1Cl,?,/
CCCCCC(=O)N1CC2(C)CN(C(=O)CCCCC)CC(C)(C1)C2=O,?,/
CC1(C)CC2CC(C)(CN2S(=O)(=O)c2ccc(C(=O)Nc3ccc(Cl)c(S(=O)(=O)N4CCOCC4)c3)cc2)C1 (stereo not drawn),5.8µM*,/
Cc1ccc(N2C(=O)C3C4C=CC(CC4)C3C2=O)cc1Cl (stereo not drawn),?,/
CCOc1ccc(NC(=O)C2CCN(C(=O)NC3CCCCC3)CC2)cc1,16%,10
CC1=C(C(=O)NC2CCCCC2C)C2(CCC(C)CC2)OC1=O (stereo not drawn),?,/
O=C(CSc1nc2ccccc2s1)N/N=C/c1ccc(C(=O)O)cc1,?,/
CCOc1ccccc1CNCCOC,?,/
COC(=O)CCSCc1cn2cc(Cl)ccc2n1,11%,/
Clc1cccc(/C=N\Nc2nccs2)c1,?,/
COc1ccc(C(=O)Nc2cccc(-c3nc4ncccc4o3)c2C)cc1OC,?,/
Cc1noc(C)c1COc1ncnc2ccccc12,?,/
COc1oc(-c2ccccc2C)nc1C(F)(F)F,?,/
N#Cc1ccc(-c2cccs2)nc1SCc1cccnc1,i,/
CC(C)(C)c1ccc(NC(=O)NC2CCCc3ccccc32)cc1 (stereo not drawn),?,/
CCc1cccc(CC)c1NC(=O)c1cccc(N)c1,?,/
COc1ccccc1NC(=O)CSc1nnc(C)n1CC1CCCO1 (stereo not drawn),-6%,-14
O=C1OC(c2ccc(Cl)cc2)=N/C1=C\c1cccnc1,4%,/
CCOc1cc(NC(=S)NCCCN2CCOCC2)c(OCC)cc1NC(=O)c1ccc(C)cc1,-9%,22
CC(Oc1ccccc1)C(=O)N=C1SC2CS(=O)(=O)CC2N1c1ccc(F)cc1 (stereo not drawn),i,19
Cc1c(/C=N/NC(=O)C(NC(=O)c2ccc3c(c2)OCO3)C(C)C)c2ccccc2n1C (stereo not drawn),?,/
CC(C)(SC(=S)N1CCCCCC1)C(=O)O,3%,-1

Given with the structure last: part of the list above.
S3 lipid droplet	S3 lipid droplet cell count max	compound
?	/	Cc1c(OC(C)C(=O)NC2CC(C)(C)NC(C)(C)C2)ccc2c3c(c(=O)oc12)CCC3 (stereo not drawn)
-19%	-3	Cc1cccc(NC(=S)N(C)C)c1C

The list goes on:
Molecule,S3 lipid droplet,S3 lipid droplet cell count max
O=C(CSc1nc2ccccc2o1)NCc1ccco1,-3%,2
CNC(=O)C1CCN(S(=O)(=O)c2c(C)noc2/C=C/N(C)C)CC1,?,/
COC(C(=O)Nc1c(F)cccc1F)c1ccccc1 (stereo not drawn),16%,8
Cc1cc(C(=O)N2CCN(S(=O)(=O)c3ccccc3)CC2)c(C)o1,22%,16
Cc1cccc(C(=O)Nc2cccc(Br)c2)c1[N+](=O)[O-],?,/
COc1ccc(Cn2c(=O)[nH]c3cc(C(=O)N4CCN(c5ccccc5OC)CC4)ccc3c2=O)cc1,?,/
COc1ccc(OC)c(NC(=O)CCS(=O)(=O)c2cc3c(cc2C)NC(=O)CO3)c1,?,/
O=C(NCCN1CCNC1=O)C1CCC(=O)N(Cc2cccc(C(F)(F)F)c2)C1 (stereo not drawn),3%,9
CN(C)CCNC(=O)C(c1ccccc1)c1ccccc1,?,/
CC1CCN(C(=O)CSc2nnc(Cc3ccccc3)o2)CC1,19%,/
CCCNC(=O)CSC1=N/C(=C/c2ccc(F)cc2)C(=O)N1CC,11%,15
CC(C)CN1C(=O)c2ccc(C(=O)NCc3ccc4c(c3)OCO4)cc2C1=O,?,/
COc1ccc(C(CC(=O)NCc2ccccc2)C(C)C)cc1 (stereo not drawn),20%,4
CCOC(=O)N1CCC(NC(=O)c2cc(COc3ccc(F)cc3Cl)on2)CC1,i,/
COC(=O)CS(=O)(=O)c1nnc([C@H](Cc2ccccc2)NC(=O)OC(C)(C)C)o1,?,/
O=C(COC(=O)c1cc[n+]([O-])cc1)Nc1ccc(Cl)cc1[N+](=O)[O-],-18%,26
COc1cccc(-c2csc(N3CCN(C(=S)Nc4ccccc4Cl)CC3)n2)c1,-2%,14
NC(=O)COC(=O)c1sc2ccccc2c1Cl,8%,20
Cc1cc(/C=C2/SC(=O)N(CC(=O)N3CCCC3)C2=O)ccc1N1CCOCC1,-1%,0
O=C(CCc1ccccc1)n1nc(-c2ccco2)nc1SCc1ccccc1,?,/
CCOc1ccc(S(=O)(=O)N2CCCCC2)c2ccccc12,i,12
CC(CCN1CCN=C1Nc1ccccc1)c1ccccc1 (stereo not drawn),?,/
COCCC(=O)N1CCC(Oc2ccc(C(=O)NCCc3ccccn3)cc2)CC1,-12%,-19
CN(C)CCCNC(=S)N1CCn2c(nc3ccccc32)C1,?,/
OC1CCCN(Cc2ccc3c(c2)Cc2ccccc2-3)C1 (stereo not drawn),3%,13
CCCCCCCCC(=O)NNC(=O)c1c(O)c2ccccc2n(CCC)c1=O,-4%,2
Cc1noc(C)c1S(=O)(=O)Nc1ccc(C(=O)N2CCCCC2)cc1,i,/
COc1ccc(C(=O)NCc2ccon2)cc1OC1CCN(C(C)C)CC1,-9%,10
COc1cc(/C=N\NC(=O)Cn2nnc3ccccc32)cc(OC)c1OC,?,/
CC(=O)c1c(C)[nH]c(C(=O)OCC(=O)NCC(C)C)c1C,3%,11

Ordered by the number under S3 lipid droplet cell count max (descending): three of the compounds above
| mol | S3 lipid droplet | S3 lipid droplet cell count max |
| --- | --- | --- |
| CC(Oc1ccccc1)C(=O)N=C1SC2CS(=O)(=O)CC2N1c1ccc(F)cc1 (stereo not drawn) | i | 19 |
| Cn1nc(C(=O)Nc2cc(Cl)ccc2N2CCCC2)c2ccccc2c1=O | 0% | -3 |
| COc1ccc(N2C(=O)CCC(C(=O)O)C2c2ccccc2OC)cc1 (stereo not drawn) | -14% | -12 |

Exported with each value named: 3 of the compounds above.
CCCNC(=O)CSC1=N/C(=C/c2ccc(F)cc2)C(=O)N1CC
- S3 lipid droplet: 11%
- S3 lipid droplet cell count max: 15

Cc1cc(C(=O)N2CCN(S(=O)(=O)c3ccccc3)CC2)c(C)o1
- S3 lipid droplet: 22%
- S3 lipid droplet cell count max: 16

Cc1cccc(C(=O)Nc2cccc(Br)c2)c1[N+](=O)[O-]
- S3 lipid droplet: ?
- S3 lipid droplet cell count max: /

More compounds
Molecule,S3 lipid droplet,S3 lipid droplet cell count max
O=C(C1CCN(S(=O)(=O)c2cccnc2)CC1)N1CCN(c2ccc(Cl)cc2)CC1,?,/
CC(=O)n1cc([C@H]2C=C(C(=O)Nc3ccccc3)O[C@@H](OCCCCO)C2)c2ccccc21,-11%,1
COc1ccccc1NC(=O)c1cc(OC)c(OC)cc1[N+](=O)[O-],5%,0
O=C(CN1C(=O)NC2(CCOc3ccccc32)C1=O)Nc1ccc2c(c1)OCCO2 (stereo not drawn),-4%,1
COCCN(C)Cc1nc(C(c2ccccc2)c2ccccc2)no1,?,/
COc1ccccc1C(=O)NCCC(=O)NCCc1ccccc1,?,/
CC(C)(C)c1ccc(-c2cc(-c3ccccc3O)[nH]n2)cc1,?,/
O=C(CSc1ncnc2ccccc12)NCCCO,i,/
Cc1ccc(-c2noc(-c3ccccc3C(=O)NCc3ccco3)n2)cc1,?,/
CCOc1ccc(NC(=S)N2CCCCCC2)cc1,?,/
O=S(=O)(NC1=NCCCCC1)c1ccc(Cl)cc1Cl,?,/
CN1CCN(c2nc(Nc3ccc(O)cc3)nc3ccccc23)CC1,1%,-18
O=S(=O)(NCc1ccccc1)[C@@H]1CC2C=CC1C2 (stereo partly drawn),?,/
CC(C)(C)OC(=O)N[C@@H](C(=O)OC(C)(C)C)c1ccc(Br)cc1,?,/
COc1ccc(OC)c(/C=N/NC(=O)Cn2ccnc2C)c1,?,/
OCCNc1nc2ccccc2nc1NCCO,1%,12
O=C(Nc1nnc(CCN2CCCCC2)s1)c1ccccc1Cl,?,/
O=C(CN1CCN(C(c2ccccc2)c2ccccc2)CC1)N1CCOCC1,?,/
Cc1ccc(OCCSc2ncnc3sc(C)c(C)c23)cc1C,10%,-5
CCN1CCN(C(=O)c2cccc(OC3CCN(S(=O)(=O)N(C)C)CC3)c2)CC1,?,/
CCOC(=O)C1=C(N)c2ccccc2CC1C(C)C (stereo not drawn),?,/
CNC(=O)c1nnn(Cc2ccccc2)c1NC(C)=O,?,/
NC(=O)c1ccccc1NC(=O)CSc1nc2c(c(=O)[nH]1)CCCC2,i,20
COc1ccc(C(=O)CSc2ccc(-c3ccc(C)cc3)nn2)cc1,20%,2
Cn1c(=O)c2c(ncn2CCOc2ccc(F)cc2)n(C)c1=O,i,9
O=C(c1ccc(F)cc1)N1CCCC(C(=O)N2CCN(c3ccccc3)CC2)C1 (stereo not drawn),4%,7
COc1ccccc1CNC(=O)COc1ccc(C)nc1[N+](=O)[O-],2%,-10
CN1CC=C2C(C#N)=C(N)C(C#N)(C#N)C(Cc3ccccc3)C2C1 (stereo not drawn),?,/
NC(=O)c1ccc(NC(=O)CCCNC(=O)c2ccc(Cl)cc2)cc1,?,/
CCOC(=O)c1[nH]c2ccc(OC)cc2c1NC(=O)CN1CCSCC1,?,/
CC(NC(=O)c1cccc2ccccc12)c1ccc2c(c1)CCCC2 (stereo not drawn),?,/
COc1ccc2c(c1)OCC1=C2CCC2(C)C(=O)CC=C12 (stereo not drawn),?,/
